aDG glyco act: increases alpha dystroglycan glycosylation; 0.22% of 360,000 active; activation, % at 10 µM; Pro5-aDG cells, alpha-DG glycosylation AlphaScreen (IIH6); 0% Pro5, 100% B10-LARGE cell signal; AID 624168;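 active = activation of at least 8% versus controls, or a plate z-score of at least 8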;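 also: Pro5 are CHO cells carrying HIG-tagged alpha-DG that lacks glycosylation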
TLR9-MyD88 inh: inhibitors of human TLR9-MyD88 binding; Q9NR96+Q99836; CHO BLA complementation TLR9-MyD88, CCF4 FRET ratio; inhibition, % at 4.98 µM; 0.21% of 340,000 active; AID 504734;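 active = inhibition above the mean over all tested compounds plus 3 SD, cut at about 21% in these data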;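 also: 0% = DMSO only wells and 100% = clavulanate BLA inhibitor control wells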
MC4R antag cAMP: antagonists of human melanocortin 4 receptor (MC4R). P32245. AID 540295. 0.48% of 360,000 active. inhibition, % at 6.5 µM. MC4R-expressing cells, MTII-stimulated cAMP, LANCE TR-FRET;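 active = inhibition above its plate's cutoff, the mean of tested wells on that plate plus 3 SD, cut at about 29% in these data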;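 also: 0% = Melanotan II alone and 100% = Melanotan II plus saturating MCL0020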
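Material: U2OS-MC4R stable cell line | Reagent: Melanotan II challenge after compound preincubation | Doses: One concentration, 6.5 µM nominal | Incubation: 30-min compound preincubation, 1-h Melanotan II challenge, 1-h detection, room temperature | Signal: TR-FRET cAMP assay | Replicates: One well per compound, no replicates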
Vif inh: inhibitors of HIV Vif | AID 602346 | inhibition, % at 7.49 µM | 0.35% of 340,000 active | HEK293T cells, Vif self-association by quenched fluorescence, imaging, 24 h; in the data active = inhibition above about 50%, passing the limit was not always enough; also: some results filed as inactive read as strong as hits
Granule exo inh: lytic granule exocytosis inhibition; 0.66% of 360,000 active; TALL-104 LAMP-1 surface exposure, flow cytometry; cells stimulated with thapsigargin and PMA; inhibition, % at 10 µM;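 active = inhibition above about 55%, limit read from the data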
Glyco luc inh: blocks N-linked glycosylation in D54 reporter cells; D54 ERlucT glycosylation luciferase reporter, 24 h; percent of 100 nM tunicamycin response; reporter increase, % at 12.5 µM; 0.23% of 360,000 active;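 active = mean luciferase reporter signal, scaled so untreated is 0 and the glycosylation-blocking control 100, at or above a set limit in every replicate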;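 also: luciferase carries N-glycosylation sites so blocking glycosylation raises the light; 0% = median of neutral control wells and 100% = median of 100 nM tunicamycin wells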
ABCB6 inh MLPCN: human ABCB6 transporter inhibition | Q9NP58 | K562-ABCB6 porphyrin accumulation, flow cytometry, 1 h; active compounds read low | 0.19% of 360,000 active | fluorescence ratio to DMSO, % at 10 µM | AID 602162;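 active = fluorescence ratio to DMSO below 75%, the collection mean minus 3 SD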;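 also: signal is porphyrin accumulated inside mitochondria; 100% equals median channel fluorescence of DMSO control wells; lower ratio means ABCB6 inhibition with less porphyrin fluorescence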
MC4R barr agon: activates human MC4R beta-arrestin recruitment; P32245; U2OS MC4R beta-arrestin complementation, luminescence; percent of melanotan II response, DMSO zero; activation, % at 8.9 µM; 0.98% of 360,000 active; AID 540308;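 active = activation above a per-plate cutoff, the mean activation of sample wells on that plate plus 3 SD, cut at about 8% in these data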
ABHD5 PLIN5 PPI: blocks binding of human ABHD5 to perilipin-5; inhibition, % at 4 µM; 0.78% of 360,000 active; AID 602281; Split G. princeps luciferase complementation, luminescence, 4 h; Q00G26+Q8WTS1;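 active = inhibition above the mean inhibition across every tested compound plus 3 SD, cut at about 22% in these data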;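 also: 0% = DMSO only wells and the 100% control is not disclosed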
Target sequence (Q00G26 whole entry, looked up): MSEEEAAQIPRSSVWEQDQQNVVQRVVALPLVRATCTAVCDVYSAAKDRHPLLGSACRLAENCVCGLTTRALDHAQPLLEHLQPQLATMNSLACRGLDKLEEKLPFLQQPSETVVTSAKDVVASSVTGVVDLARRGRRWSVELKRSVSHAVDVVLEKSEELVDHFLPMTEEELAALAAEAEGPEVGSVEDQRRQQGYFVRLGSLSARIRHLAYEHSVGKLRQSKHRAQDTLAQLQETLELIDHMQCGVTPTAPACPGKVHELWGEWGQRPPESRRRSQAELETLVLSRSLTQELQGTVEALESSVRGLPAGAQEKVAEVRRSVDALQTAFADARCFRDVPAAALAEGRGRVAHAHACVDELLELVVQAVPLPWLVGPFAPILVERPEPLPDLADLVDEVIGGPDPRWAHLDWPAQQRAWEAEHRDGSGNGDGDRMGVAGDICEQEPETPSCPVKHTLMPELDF
Target sequence (Q8WTS1 whole entry, looked up): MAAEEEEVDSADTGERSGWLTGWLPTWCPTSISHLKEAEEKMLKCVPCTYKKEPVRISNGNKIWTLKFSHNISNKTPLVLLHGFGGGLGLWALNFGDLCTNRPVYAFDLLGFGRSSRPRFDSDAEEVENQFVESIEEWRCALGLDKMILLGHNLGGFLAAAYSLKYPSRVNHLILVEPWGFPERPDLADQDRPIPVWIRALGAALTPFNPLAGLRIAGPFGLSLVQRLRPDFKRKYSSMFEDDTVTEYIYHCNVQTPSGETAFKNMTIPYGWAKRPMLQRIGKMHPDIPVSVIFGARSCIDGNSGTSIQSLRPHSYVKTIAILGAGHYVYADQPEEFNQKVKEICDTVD
NOD2 RIPK2 PPI: inhibitors of human NOD2-RIPK2 interaction | 0.38% of 360,000 active | O43353 | inhibition, % at 4.98 µM | CHO BLA complementation NOD2-RIPK2, CCF4 ratio; in the data active = inhibition above about 21%;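 also: 0% = vehicle only and 100% = reference blocker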
* hit, by the source's call; / = not tested or not shown; & = joins results of further samples.

SMILES	aDG glyco act	TLR9-MyD88 inh	MC4R antag cAMP	Vif inh	Granule exo inh	Glyco luc inh	ABCB6 inh MLPCN	MC4R barr agon	ABHD5 PLIN5 PPI	NOD2 RIPK2 PPI
Cc1ccccc1-n1c(SCC(=O)N2CCCC2)nnc1-c1ccccn1	-0.2	3	1	6	-2	-1	89	0.0	6	-14
CCCCCCn1c(CN2CCC(C)CC2)nc2c1c(=O)n(C)c(=O)n2C	0.6	9	6	12	0	-2	102	-0.3	5	9
c1ccc(Cn2nc(-c3ccccc3)nc2-c2ccccc2)cc1	0.5	10	2	-3	-1	-1	91	-1.0	-4	7
COc1ccc2cc3cc(C(=O)N4CCN(Cc5ccc6c(c5)OCO6)CC4)oc3nc2c1	0.7	5	0	-14	-4	-1	107	-0.9	3	-10
O=C(C1CCC1)N1CCN(S(=O)(=O)c2ccccc2)CC1	-0.1	1	3	6	-2	2	103	3.5	12	2
O=C(NCCN1CCCC(O)C1)c1cc(COc2cccc(C(F)(F)F)c2)on1 (stereo not given)	0.3	-12	11	11	2	0	94	1.0	3	-12
Cc1c(NC(=O)CCc2ccccc2)cccc1[N+](=O)[O-]	-0.4	4	1	1	0	-2	81	-1.4	-1	-6
O=C(O)C1=C(C(=O)Nc2cc(C(F)(F)F)ccc2Cl)CCCC1	-0.4	-5	10	19	-1	1	111	2.9	4	-10
Cc1cc([N+](=O)[O-])nn1CC(=O)Nc1cc(F)ccc1F	-0.1	2	13	25	-4	0	94	-1.0	2	-3
CC(C)C(=O)c1cn(CC(=O)NCc2ccc3c(c2)OCO3)c2ccccc12	0.2	0	2	-3	0	-1	89	-2.1	0	-5
N#C/C(=C\c1ccc(C#N)cc1)C(=O)c1ccccc1	-0.2	2	1	0	-13	4	92	-0.5	11	2
N#Cc1cccc(NC(=O)Cn2cnc(S(=O)(=O)N3CCCC3)c2)c1	-0.1	4	3	-3	-9	4	96	-0.1	3	7
CC1CCN(C(=O)C(Cc2ccccc2)n2cccc2)CC1 (stereo not given)	-0.3	4	11	-5	3	-1	100	5.1	-6	-1
CCOc1ccccc1C=NN1CCCCCC1	0.1	-9	10	-1	4	0	99	2.3	-2	-4
Cc1cc(=O)[nH]c(SC(C(=O)O)c2ccccc2)n1 (stereo not given)	0.0	-4	-6	13	-5	1	91	-0.2	4	1
CC(C)(C)OC(=O)N1CCC(NC(=O)c2nc[nH]c2C(=O)N2CCN(C(=O)OC(C)(C)C)CC2)CC1	-0.1	2	1	-8	15	0	93	-0.7	3	-9
Cc1ccc(SCC(=O)NCC2COc3ccccc3O2)cc1 (stereo not given)	-0.2	4	17	6	0	1	98	1.4	-8	6
Cc1ccc(N(CC(=O)NC(C)C)C(=O)CCC(=O)Nc2nccs2)cc1	0.0	10	3	-4	10	1	96	-1.4	-9	3
Cc1ccc(N(CC(O)CON=C2c3ccccc3-c3ccccc32)S(C)(=O)=O)cc1 (stereo not given)	-0.2	-1	15	-3	0	-4	103	-0.5	7	-2
Cc1ccc(-n2ccn(CC(=O)NCCc3ccccc3)c(=O)c2=O)cc1C	0.0	1	11	-4	1	-1	96	-0.9	-5	1
O=C(Nc1cccc(Cl)c1)c1csc(COCCO)n1	0.0	/	4	/	3	1	99	-1.1	-3	4
CCCCN1C(=S)SC(C)(C)C1/[N+]([O-])=C/c1ccc(S(=O)(=O)NC)cc1 (stereo not given)	0.0	-4	0	-4	-3	3	95	-1.8	-3	2
O=C(N/N=C\c1coc2ccccc2c1=O)c1ccco1	0.0	5	-4	3	14	-2	98	-1.4	0	2
CC(CNC(=O)c1ccc(OC2CCN(Cc3ccccn3)CC2)cc1)c1ccccc1 (stereo not given)	0.8	-3	0	-9	0	-5	93	-2.5	-2	2
CCOC(=O)Cc1c(C)nc2c(C#N)c(C)nn2c1C	3.7	-9	3	-3	0	1	101	-1.9	-4	2
CCOC(=O)c1cc(-c2ccc(OC)cc2)nn1-c1ccc(C(=O)O)cc1	-0.1	4	16	-5	0	4	93	0.6	-4	-4
COc1ccc(CCNC(=O)CSc2nnc(CNC(=O)c3ccccc3F)o2)cc1OC	-0.2	10	3	-1	-2	-2	81	-0.3	-2	-5
CCOC(=O)c1nnn(-c2nc(OC)nc(N(C)C)n2)c1-c1ccccc1	0.1	6	7	6	0	0	103	0.1	2	-19
NC(=O)c1ccc(-c2ccccc2F)cc1	-0.1	7	11	-1	3	1	101	0.1	6	-7
CN1/C(=C/C(=O)C2CCC2)Sc2ccccc21	0.4	5	7	-1	0	3	92	-0.7	-5	0

Three records picked at random from the list so far, as already listed:
SMILES	aDG glyco act	TLR9-MyD88 inh	MC4R antag cAMP	Vif inh	Granule exo inh	Glyco luc inh	ABCB6 inh MLPCN	MC4R barr agon	ABHD5 PLIN5 PPI	NOD2 RIPK2 PPI
Cc1ccc(-n2ccn(CC(=O)NCCc3ccccc3)c(=O)c2=O)cc1C	0.0	1	11	-4	1	-1	96	-0.9	-5	1
O=C(N/N=C\c1coc2ccccc2c1=O)c1ccco1	0.0	5	-4	3	14	-2	98	-1.4	0	2
Cc1ccc(SCC(=O)NCC2COc3ccccc3O2)cc1 (stereo not given)	-0.2	4	17	6	0	1	98	1.4	-8	6

(listing goes on)
SMILES	aDG glyco act	TLR9-MyD88 inh	MC4R antag cAMP	Vif inh	Granule exo inh	Glyco luc inh	ABCB6 inh MLPCN	MC4R barr agon	ABHD5 PLIN5 PPI	NOD2 RIPK2 PPI
CN(C)CCNC(=O)Cn1c(=O)c2cccn2c2ccc(F)cc21	-0.2	0	10	-5	6	7	94	-0.1	4	-3
CCCCOC(=O)C1CN(c2ccccc2)N=C1C(=O)OCC (stereo not given)	0.1	-1	14	-7	0	-1	97	5.2	-3	7
CC1CN(C(=O)c2ccc(S(=O)(=O)Nc3ccccc3Cl)cc2)CC(C)O1 (stereo not given)	-0.1	-8	0	/	0	1	100	-3.4	-3	-1
CCOCCCNC(=S)N1CCN(Cc2ccco2)CC1	0.2	-3	4	-6	0	4	104	-1.4	-3	-10
CCOc1ccccc1N(CC(=O)Nc1cccnc1)S(=O)(=O)c1ccc(C)cc1	-0.5	3	2	-11	8	0	95	-1.1	0	-4
C#CCNC(=O)C1=C[C@H](C(C)(C)C)C[C@H](OCCCCO)O1	-0.1	-5	8	-2	6	2	102	3.3	-3	9
NS(=O)(=O)c1ccc(-n2nncc2-c2ccco2)cc1	-0.1	-14	10	3	3	0	105	-1.6	-8	-1
COc1ccc(-n2c(-c3ccccc3)cc3c2CCCC3=O)cc1	-0.3	-6	15	-4	4	9	94	0.2	9	15
Cc1cccc(N(Cc2ccccc2)C(=O)c2cc(S(=O)(=O)N3CCOCC3)ccc2Cl)c1	0.0	-3	0	-9	1	-4	100	-0.8	3	-9
CN1CCN(C(=O)C2=C[C@H](c3ccc4c(c3)OCO4)C[C@H](OCc3ccc(CO)cc3)O2)CC1	-0.3	-1	6	-5	-1	-1	97	0.1	2	-4
CC(=O)Nc1cccc(NC(=O)C(=O)NCC(c2ccco2)N2CCc3ccccc3C2)c1 (stereo not given)	0.3	-4	3	-2	3	-2	90	0.1	1	4
O=C(/C=C/c1ccccc1)NCC(=O)N/N=C/c1cccs1	-0.3	-11	13	-3	5	1	102	0.5	-3	-2
CCCC1=Nc2cc(C(=O)NCCN3CCOCC3)ccc2Sc2ccccc21	-0.1	-11	14	6	-3	-4	102	-1.8	7	-11
O=C(Cn1sc2ccccc2c1=O)Nc1ccc(Br)cc1	0.3	31*	4	15	26	5	103	-2.4	65*	28*
Cc1[nH]c2ccccc2c1/C=N/Nc1ccc([N+](=O)[O-])cc1S(=O)(=O)Nc1ccc(Cl)cc1	0.6	1	1	0	10	1	876	-2.6	1	-3
COc1ccccc1N1CCN(C(=O)CCCn2c(=O)[nH]c3ccsc3c2=O)CC1	0.0	-11	3	-8	10	0	95	0.2	0	-3
Cc1cc(C)c(S(=O)(=O)Nc2cccc(-n3cnnn3)c2)c(C)c1	0.2	3	-4	0	32	-5	97	-1.5	3	-9
O=C(NCC(=O)N1CCN(c2ccccc2F)CC1)c1ccco1	0.0	-5	6	-10	0	5	90	-0.9	-1	1
COc1ccc(NC(=O)N2CCCc3cc(C)ccc32)c(OC)c1	0.0	-20	5	-5	2	0	98	-0.2	-7	2
CCCc1nc2ccc(C)cn2c1Cc1ccccc1C(F)(F)F	0.1	/	/	/	-3	-2	90	/	5	4
O=C(N/N=C/c1cccc(OCc2ccccc2)c1)c1cccs1	0.3	-8	7	-5	2	-5	100	5.0	-10	-1
C/C(N)=C(/C#N)C(=O)COC(=O)c1ccncc1	0.0	4	-2	-4	-1	0	99	-2.6	0	-8
Cc1nnc(NC(=O)C(C)Sc2nnc(CCNC(=O)c3ccccc3F)n2C)s1 (stereo not given)	-0.1	-4	7	-4	0	2	101	0.2	-4	-7
CCNc1nc(N)nc(Oc2ccc(OCc3ccccc3)nn2)n1	-0.1	-3	0	-6	2	2	91	-2.7	1	3
CC(=O)c1ccccn1	-0.1	-6	0	-4	-6	1	95	-1.2	1	4
CCN(c1ccccc1)S(=O)(=O)c1ccc(OC)c(NC(=O)Cc2ccccc2OC)c1	0.7	-6	-2	-2	-5	-3	96	-3.9	-7	-5
COCCN1CN=C(Nc2nc3ccccc3s2)NC1	-0.1	-5	6	4	0	-1	102	-0.6	3	1
Cc1cc(C)cc(N2C(N)=NC(N)=NC2c2cccc(Cl)c2)c1 (stereo not given)	0.1	-6	-4	3	-2	14	77	0.2	-9	-2
O=C(c1ccc(Cl)c(S(=O)(=O)N2CCOCC2)c1)N1CCN(Cc2ccccc2)CC1	-0.1	8	7	-10	4	10	91	-1.9	4	-2
c1cn2c(NC3CCCCC3)c(-c3ccc(SC4CCCCC4)cc3)nc2cn1	1.8&1.1	1	4	1	-4&8	-8	116&119	-1.6	-8&-8	3&18
O=C(COc1ccccc1F)Nc1nnc(-c2ccncc2)s1	-0.1	-5	-4	-2	1	0	96	-1.4	1	-9
CCOc1ccc(NC(=O)C/C(C)=N/NC(=O)Cc2cccs2)cc1	0.0	-7	-3	4	-6	-1	106	-1.7	2	-21
Cc1ccccc1OCCC(=O)OCC(=O)NC(C)c1ccccc1 (stereo not given)	0.1	-8	26	-7	-2	2	96	-0.6	-1	-5
CCOC(=O)/C(=C/C=C/c1ccccc1)NC(=O)c1ccccc1	-0.3	7	0	-2	4	0	95	-1.6	-3	-3
CC(CN1CCC(n2nccc2NC(=O)c2ccccc2Cl)CC1)c1ccccc1 (stereo not given)	0.1	-13	-2	-7	-2	0	102	-2.4	4	-7
CN(C(=O)c1ccc(-c2nn(C)c(=O)c3ccccc23)cc1)c1ccccc1	1.2	-6	7	-2	4	-1	104	0.4	8	-1
Cc1c(/C=C(\C#N)C(=O)NCc2ccccc2)cc(C#N)n1C	0.0	8	2	-4	-5	2	96	-2.0	6	-7
COc1ccc(OCCNC(=O)CCCO)cc1	0.1	-6	4	-5	-3	2	91	-0.1	-2	-4
CC(=O)Nc1ccc(NC(=O)C(C)OC(=O)CCN=C2NS(=O)(=O)c3ccccc32)cc1 (stereo not given)	-0.2	-5	17	-3	-4	3	96	-2.6	-2	-5

The list is partial; the hit share may differ from the screen's.
